# FUS suppressor: suppressors of FUS proteinopathy in yeast. S. cerevisiae FUS-expressing, growth rescue, OD600, 24 h. Potency, µM (titrated, usually from 76.6 µM), for inactives: top-dose growth rescue (activation), actives largely listed as activators. hit rate 0.24% among 390,000. AID 1347120;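 also: potency is read from the fitted curve at half-maximal effect; plate controls were DMSO vehicle for no effect and reference control for full effect; nearly all actives have a fitted effect of over 55% in size; some results filed as inactive show a strong effect at the top dose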
#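 Galactose (2%) drives FUS expression in yeast precultured in raffinose; seeding density OD 0.005. Test compounds incubated 24hr at 30C and 99% humidity before absorbance at 600 nm was measured.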
# Abeta rescue: restores growth of yeast expressing A-beta42 peptide | yeast expressing A-beta42, growth rescue, OD600, 48 h; response scale: 0% DMSO, 100% iron-clioquinol control | Potency, µM (doses to about 46.1 µM), for inactives: at the top dose growth rescue, usual class: activators | hit rate 0.063% among 410,000; also: potency is read from the fitted curve at half-maximal effect; nearly all actives have a fitted effect of over 55% in size
#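 Growth rescue measured by 600 nm absorbance after 48 h yeast culture at 30 C with compound. Values normalized between DMSO and an equimolar ferric chloride plus clioquinol control.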
# pAkt inh: inhibitors of Akt phosphorylation; Neuro2A IGF-stimulated pAkt S473 HTRF, 20 min; active compounds read low; activity change, % for hits at 50 µM; hit rate 0.32% among 360,000; in the data active = activity change below about -80%; inconclusive = mostly about -51% to -80%; also: % is scaled to controls: 0 for no effect and ±100 for the full control effect
#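 Neuro2A cells (4,500/well, DMEM with 0.5% FBS) were treated with compound at a single 50 µM final concentration, stimulated with 6 nM IGF for 20 min at 37 °C, and lysed. Phospho-Akt Ser473 was read by HTRF as 665/615 ratio ×10^4.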
# TDP-43 yeast inh: TDP-43 toxicity inhibition in yeast; Potency, µM (series often up to 46.1 µM), without a hit: top-dose growth rescue (activation), most hits filed as activators; TDP-43 expressing yeast growth rescue, BacTiter-Glo, 24 h; hit rate 1.8% among 410,000; also: potency is read from the fitted curve at half-maximal effect; % of control where 0% means no effect; nearly all actives have a fitted effect of over 50% in size
#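 Galactose-induced TDP-43 yeast, OD600=0.02, compound pinned; 24 hr, 30 deg C; BacTiter-Glo luminescence for growth. Inhibitors of TDP-43 toxicity read as activators.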
# PTHR1 ag: PTHR1 (human) receptor agonism | Q03431 | HEK293 GP2 PTHR1 cells, GloSensor cAMP luminescence, 1 h | Potency, µM (highest dose often 115 µM), for inactives: at the highest dose activation, usual class: activators | hit rate 0.075% among 410,000 | AID 743266; also: potency is read from the fitted curve at half-maximal effect; nearly all actives have a fitted effect of over 55% in size; some results filed as inactive show a strong effect at the top dose; inactives centre near -15; many of its hits are not listed in these tables
# Target sequence (Q03431 whole entry, looked up): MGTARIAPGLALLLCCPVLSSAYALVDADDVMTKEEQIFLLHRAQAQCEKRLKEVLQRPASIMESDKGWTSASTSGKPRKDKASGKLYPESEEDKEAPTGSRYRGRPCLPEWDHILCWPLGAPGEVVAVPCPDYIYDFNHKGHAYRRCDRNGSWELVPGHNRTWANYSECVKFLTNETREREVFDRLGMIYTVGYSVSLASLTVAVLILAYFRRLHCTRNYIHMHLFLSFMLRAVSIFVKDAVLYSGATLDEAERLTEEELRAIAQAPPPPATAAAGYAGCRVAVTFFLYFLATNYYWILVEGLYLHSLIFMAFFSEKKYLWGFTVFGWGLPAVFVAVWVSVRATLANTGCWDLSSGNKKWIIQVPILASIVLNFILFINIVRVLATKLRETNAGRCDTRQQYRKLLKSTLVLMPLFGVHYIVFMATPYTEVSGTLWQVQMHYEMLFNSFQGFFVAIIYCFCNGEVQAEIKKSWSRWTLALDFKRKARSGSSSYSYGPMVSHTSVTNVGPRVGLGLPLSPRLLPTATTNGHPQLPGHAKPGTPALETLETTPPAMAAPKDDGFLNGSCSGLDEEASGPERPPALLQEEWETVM
#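 HEK-293-derived GP2 cells expressing PTHR1 and a GloSensor cAMP reporter, 3,000/well, plated overnight, given luciferin plus IBMX (each 0.5 mM as added) for 1 h at 37 °C, then compound for 1 h at 37 °C. Luminescence was read after 15 min at room temperature.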
# aSyn rescue: inhibitors of alpha-synuclein toxicity in yeast. Yeast expressing alpha-synuclein, growth rescue, BacTiter-Glo, 24 h. Potency, µM (doses to about 46.1 µM), for inactives: top-dose growth rescue (activation), actives largely listed as activators. hit rate 0.14% among 370,000. AID 652106; also: potency is read from the fitted curve at half-maximal effect; % of control where 0% means no effect; nearly all actives have a fitted effect of over 65% in size
#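 Rescue of yeast growth: cells expressing toxic alpha-synuclein, induced in galactose at OD600 0.02, incubated with compound 24 h at 30 C. ATP luminescence quantified growth; inhibitors of toxicity appear as activators.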
# Mm-Cpn inhibitor: M. maripaludis TRiC chaperonin inhibition; hit rate 0.031% among 330,000; Potency, µM (top dose mostly 76.9 µM), without a hit: at the highest dose activity, negative = inhibition, most hits filed as inhibitors; purified Mm-Cpn ATPase, ADP Transcreener TR-FRET; also: potency is read from the fitted curve at half-maximal effect; % is scaled to controls: 0 for no effect and ±100 for the full control effect; nearly all actives have a fitted effect of over 80% in size
#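 ATPase turnover read by TR-FRET ADP competition (Eu cryptate antibody/ADP-d2, 665/590 nm): 10uM ATP final, 25nM Mm-CPN final, 30 min 37degC after 10-min compound preincubation, pH 7.4 Tris/KCl/MgCl2/DTT buffer.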
# HEK293 tox: cytotoxic in the GLP-1 receptor inverse agonist counter-screen. hit rate 0.13% among 410,000. HEK293 cAMP-luciferase reporter cells, luminescence, 24 h. Potency, µM (highest dose often 38.3 µM), for the others: at the highest dose activity change, negative = inhibition, most hits filed as inhibitors;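 also: loss of luciferase light is scored as toxicity; potency is read from the fitted curve at half-maximal effect; % is scaled to controls: 0 for no effect and ±100 for the full control effect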
#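 Seeding density was 200 cells/uL; after overnight-length (12 h) culture, 23 nL compounds went on for 24 h at 37 °C. Readout used a luciferase detection reagent, luminescence taken after 12 min at room temperature.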
# GLP1R inv ag: GLP-1 receptor (human) inverse agonism. P43220. HEK293 GLP-1R CRE-luciferase, luminescence, 24 h; GLP-1R form is constitutively active. Potency, µM (titrated, usually from 38.3 µM), for the others: at the highest dose activity change, negative = inhibition, usual class: inhibitors. hit rate 1.6% among 410,000; also: potency is read from the fitted curve at half-maximal effect; % is scaled to controls: 0 for no effect and ±100 for the full control effect; nearly all actives have a fitted effect of over 55% in size
# Target sequence (P43220 whole entry, looked up): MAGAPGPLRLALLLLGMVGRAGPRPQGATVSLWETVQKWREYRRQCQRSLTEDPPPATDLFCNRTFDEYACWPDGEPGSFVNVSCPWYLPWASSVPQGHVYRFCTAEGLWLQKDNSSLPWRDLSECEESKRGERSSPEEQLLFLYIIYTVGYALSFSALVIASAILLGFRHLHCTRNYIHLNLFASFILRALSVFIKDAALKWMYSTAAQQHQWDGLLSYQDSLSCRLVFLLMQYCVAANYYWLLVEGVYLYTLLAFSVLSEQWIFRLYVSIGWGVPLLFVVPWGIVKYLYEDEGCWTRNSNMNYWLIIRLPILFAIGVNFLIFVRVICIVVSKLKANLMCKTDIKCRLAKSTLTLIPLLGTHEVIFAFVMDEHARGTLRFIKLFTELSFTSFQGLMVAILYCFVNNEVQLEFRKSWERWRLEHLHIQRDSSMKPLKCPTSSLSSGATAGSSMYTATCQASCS
#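 Inverse agonists were sought by their lowering of basal cAMP reporter luciferase output in HEK293 cells stably carrying constitutively active human GLP-1R, after 24 h compound treatment.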
# * = called active by the depositor; i = inactive; ? = inconclusive; · = no result given; & = joins results of further samples; [ ] = dose if it differs, or a comment. Unless noted, calls follow the shape of the dose curve; as a rule, active = well fitted curve in the direction sought with a large enough effect; inconclusive = small, poorly fitted or top-dose-only effect, or another doubt; inactive = no such curve, though single readings can be large; an effect the other way counts as inactive or inconclusive. Only part of the results is shown; the hit share may differ from the screen's.
SMILES,FUS suppressor,Abeta rescue,pAkt inh,TDP-43 yeast inh,PTHR1 ag,aSyn rescue,Mm-Cpn inhibitor,HEK293 tox,GLP1R inv ag
CCc1nn(-c2ccccc2)c2c1-c1cc(OC)c(OC)cc1C1(N2)C(=O)Nc2ccccc21 (stereo not drawn),·,9.6%,i,5.3%,-4.7%,13.7%,0.2%,6.4%,0.0%
COc1c(C(=O)NNC(=O)c2ccccc2Cl)csc1Br,14.9%,3.8%,i,?,i,-1.3%,-0.4%,-2.1%,-10.7%
CCC(=O)NC1=C(NC(C)c2ccccc2)C(=O)c2ccccc2C1=O (stereo not drawn),11.3%,4.5%,i,8.5%,-23.5%,2.9%,-3.8%,-27.4%,?
Fc1cccc(CSc2nc3ccncc3[nH]2)c1,-11.7%,-18.9%,i,-8.6%,i,-1.5%,-1.2%,3.0%,11.1%
O=C(Cc1cn2ccsc2n1)Nc1nc2c(s1)CCCC2,17.2%,8.8%,i,13.4%,-7.1%[57.5 µM],-8.5%,-0.7%,-10.4%,6.7%
O=[N+]([O-])c1cc(-c2nc(-c3ccccc3)no2)ccc1NC1CCCC1,-1.6%,-20.2%,·,5.7%,-19.3%,·,·,8.4%,9.0%
O=S(=O)(NCC1OCCc2ccccc21)c1ccc(S(=O)(=O)N2CCOCC2)cc1 (stereo not drawn),23.7%,5.9%,i,-15.9%,-2.7%[57.5 µM],-3.8%,-6.3%,12.6%,5.7%
Cc1ccc(-c2noc(CCC(=O)Nc3cc(C)ccn3)n2)cc1,-3.2%,3.7%,i,10.7%,i,-3.8%,-3.3%,-5.3%,1.2%
CC1CCCCC12NC(=O)N(CC(=O)OCC(=O)c1ccc(OC(F)F)cc1OC(F)F)C2=O (stereo not drawn),25.0%,10.5%,i,16.4%,i,1.6%,2.6%,-2.1%,2.2%
O=C(COc1ccc(Br)cc1F)Nc1nnc(C2CC2)s1,-12.9%,-5.8%,i,?,-24.7%,1.4%,-3.0%,0.9%,5.4%
Cc1cc2c(cc1S(=O)(=O)NCC(C)c1ccccc1)n(C)c(=O)c(=O)n2C (stereo not drawn),-10.5%,26.8%,i,4.1%,-15.8%,0.9%,0.4%,3.5%,4.6%
O=C(Nc1nnc(CCOCCOCCc2nnc(NC(=O)c3ccco3)s2)s1)c1ccco1,-3.1%,-13.6%,i,-8.7%,-11.5%[57.5 µM],0.4%,2.4%,5.7%,2.7%
Cc1cc(C)n(-c2cc(C(C)(C)C)nc3c(-c4ccc(Cl)cc4)cnn23)n1,40.5%,-9.2%,i,-23.3%,-42.4%[inhibitor],-6.7%,-0.1%,10.8%,?
CN(CC(=O)N1CCCC1)S(=O)(=O)c1ccc2ccccc2c1,28.9%,-6.7%,i,-9.0%,?,-0.3%,0.8%,-6.8%,30.2%[activator]
CCOc1cc(-c2nc3cc(C)ccn3c2NCC2CCCO2)ccc1O (stereo not drawn),7.1%,-8.9%,i,-12.7%,-8.3%[57.5 µM],0.6%,-2.6%,-10.7%,0.0%
Cc1ccccc1OCc1n[nH]c(=S)n1Cc1ccccc1,16.2%,?,i,?,-30.2%[inhibitor],9.2%,-3.2%,-15.2%,?
COC(=O)c1sccc1NC(=O)c1ccc(Cl)s1,33.4%,0.0%,·,-20.9%,23.8%[57.5 µM],-0.9%,-0.7%,1.7%,23.1%
COc1cccc(OC)c1OCCNCC1COc2ccccc2O1 (stereo not drawn),-22.7%,-6.4%,i,15.0%,-36.5%[inhibitor],-16.5%&8.2%,·,5.9%,-25.3%
C=CCSc1nsc(NC(=O)Nc2ccc(F)cc2)n1,5.1%,-85.2%[inhibitor],i,-93.9%[inhibitor],-47.0%[inhibitor],-45.2%[inhibitor],-0.8%,?,?
COc1ccc(-c2cc(C(F)(F)F)nc(SCCC(=O)NCc3ccccc3)n2)cc1,-1.2%,3.9%,i,-8.9%,-9.1%[57.5 µM],-2.8%,0.2%,-18.0%,-22.2%

# Fetched by compound from the entries so far (3):
SMILES,FUS suppressor,Abeta rescue,pAkt inh,TDP-43 yeast inh,PTHR1 ag,aSyn rescue,Mm-Cpn inhibitor,HEK293 tox,GLP1R inv ag
CCC(=O)NC1=C(NC(C)c2ccccc2)C(=O)c2ccccc2C1=O (stereo not drawn),11.3%,4.5%,i,8.5%,-23.5%,2.9%,-3.8%,-27.4%,?
CN(CC(=O)N1CCCC1)S(=O)(=O)c1ccc2ccccc2c1,28.9%,-6.7%,i,-9.0%,?,-0.3%,0.8%,-6.8%,30.2%[activator]
Cc1ccccc1OCc1n[nH]c(=S)n1Cc1ccccc1,16.2%,?,i,?,-30.2%[inhibitor],9.2%,-3.2%,-15.2%,?

# Next part:
SMILES,FUS suppressor,Abeta rescue,pAkt inh,TDP-43 yeast inh,PTHR1 ag,aSyn rescue,Mm-Cpn inhibitor,HEK293 tox,GLP1R inv ag
CC1CC(C)CN(Cc2nc(N)nc(Nc3ccccc3)n2)C1 (stereo not drawn),17.7%,-0.9%,i,-6.9%,i,-2.6%,-1.8%,-21.9%,?
Cc1nn(CC(=O)O)c(C)c1C,-22.1%,2.2%,i,-2.4%,-23.8%[57.5 µM],-4.4%,-0.5%,4.2%,36.3%[activator]
O=C(NC1CCCCCCC1)c1cnccn1,-15.5%,8.9%,i,-9.7%,i,5.8%,0.1%,-20.4%,4.1%
CCOC(=O)C1CCN(C(=O)c2ccc3c(c2)sc2nc(-c4ccccc4)cn23)CC1,?,-7.3%,·,?,-31.4%[inhibitor],·,·,-19.9%,-14.9%
CCc1cccc2c(C(=O)CN3C(=O)C(=O)N(C4CCCC4)C3=O)c[nH]c12,·,-4.5%,i,16.7%,-2.5%,15.6%,0.9%,-25.7%,?
CCN(Cc1nc(-c2ccc(OC)cc2)no1)C(=O)c1ccc2c(c1)OCO2,24.9%,-20.1%,i,?,-2.0%,20.0%,0.4%,5.4%,-2.5%
O=C1N=C(N2CCOCC2)SC1=C1CCCCC1,7.7%,3.6%,i,6.7%,-21.2%[57.5 µM],-3.9%,3.2%,-3.9%,0.0%
Cc1onc(-c2ccccc2Cl)c1C(=O)NNC(=O)c1ccccc1F,-6.7%,-4.9%,i,2.2%,i,2.1%,0.1%,-4.9%,-10.6%
COc1ccc(-n2nc(C(=O)NCC(=O)N3CC(C)CC(C)C3)c3ccccc3c2=O)c(OC)c1 (stereo not drawn),15.8%,0.8%,i,-8.0%,i,3.1%,-1.1%,2.4%,5.4%
FC(F)(F)c1cc(CCN2C(=S)NC[C@@H]2c2ccccc2)cc(C(F)(F)F)c1,17.2%,?,i,28.5%,-5.7%,?,1.5%,-4.2%,?
O=C(NNC(=O)c1cccc2ccccc12)c1cccc(F)c1,7.4%,-10.2%,i,-18.2%,i,-7.2%,·,-0.5%,43.4%[activator]
O=[N+]([O-])c1ccccc1S(=O)(=O)n1nnc2ccccc21,·,11.9%,i,14.3%,i,-2.2%,3.2%,-14.7%,6.4%
O=C(O)c1[nH]c2ccc([N+](=O)[O-])cc2c1-c1ccccc1,37.0%,?,i,-14.4%,?,-8.4%,0.2%,10.8%,-11.7%
CC1=CC=CN2C1=NC(=O)CC2(C)C(=O)N(CC(=O)NC1CCCC1)c1cc(C)cc(C)c1 (stereo not drawn),-29.5%,2.8%,i,?,-15.8%,1.1%,-0.8%,-12.2%,10.7%
O=C1Nc2ccc(Br)cc2/C1=C/C1CC=CCC1 (stereo not drawn),21.8%,-92.2%[inhibitor],i,20µM*,-94.5%[inhibitor],-77.1%[inhibitor],0.0%,-26.6%,4.47µM*
C=CCNc1cnn(-c2ccc(C)cc2)c(=O)c1Sc1ccc(C)cc1,-22.3%,-7.8%,i,26.0%,-26.0%,2.3%,-27.4%,-30.5%,?
CCCCN(C)C(=O)C1CCN(CCCc2ccccc2)CC1,14.4%,1.2%,i,1.8%,-13.5%,0.0%,-1.3%,-13.6%,?
Cc1cc(Nc2cccc(C)c2C)n2cnnc2n1,-18.5%,-15.2%,·,1.7%,i,·,·,-1.4%,2.3%
O=C(/C=C/c1cccc([N+](=O)[O-])c1)N1CCN(Cc2ccc3c(c2)OCO3)CC1,·,-15.4%,i,-22.1%,-7.6%,0.5%,0.8%,3.3%,-10.1%
Cc1ccc(C)c(NC(=O)C2CCCN(S(=O)(=O)c3ccc4[nH]c(=O)ccc4c3)C2)c1 (stereo not drawn),-19.9%&-14.5%,0.3%&0.6%,i,8.9%&20.5%,-30.7%&-10.9%[inhibitor],0.0%,-2.4%,-11.7%&9.6%,2.2%&3.2%
COCCNC(=O)Cn1c(=O)n(-c2ccc(C)c(C)c2)c(=O)c2c3c(sc21)CCCCC3,-33.8%,-2.3%,·,0.0%,-40.9%[inhibitor],·,·,-0.2%,13.2%
CCCCCNC(=O)CCCCCn1c(=O)[nH]c2ccsc2c1=O,-34.9%,3.0%,·,20.8%,-1.4%,·,·,0.7%,-3.7%

# Shown as labelled records: entries from further up.
Molecule: O=C(NC1CCCCCCC1)c1cnccn1
  FUS suppressor = -15.5%
  Abeta rescue = 8.9%
  pAkt inh = i
  TDP-43 yeast inh = -9.7%
  PTHR1 ag = i
  aSyn rescue = 5.8%
  Mm-Cpn inhibitor = 0.1%
  HEK293 tox = -20.4%
  GLP1R inv ag = 4.1%

Molecule: CCOC(=O)C1CCN(C(=O)c2ccc3c(c2)sc2nc(-c4ccccc4)cn23)CC1
  FUS suppressor = ?
  Abeta rescue = -7.3%
  pAkt inh = ·
  TDP-43 yeast inh = ?
  PTHR1 ag = -31.4%[inhibitor]
  aSyn rescue = ·
  Mm-Cpn inhibitor = ·
  HEK293 tox = -19.9%
  GLP1R inv ag = -14.9%
